G9a inh: inhibitors of human histone lysine methyltransferase G9a | Q96KQ7 | Potency, µM (top dose mostly 102 µM), for inactives: at the highest dose activity, negative = inhibition, usual class: inhibitors | 350,000 compounds, 8.8% hits | G9a H3K9 monomethylation, AlphaScreen, 2 h | AID 504332; note: % is set by controls: 0 for no effect and ±100 for the full control effect; nearly all actives have a fitted effect of over 75% in size
Target sequence (Q96KQ7 913-1193 limits assumed): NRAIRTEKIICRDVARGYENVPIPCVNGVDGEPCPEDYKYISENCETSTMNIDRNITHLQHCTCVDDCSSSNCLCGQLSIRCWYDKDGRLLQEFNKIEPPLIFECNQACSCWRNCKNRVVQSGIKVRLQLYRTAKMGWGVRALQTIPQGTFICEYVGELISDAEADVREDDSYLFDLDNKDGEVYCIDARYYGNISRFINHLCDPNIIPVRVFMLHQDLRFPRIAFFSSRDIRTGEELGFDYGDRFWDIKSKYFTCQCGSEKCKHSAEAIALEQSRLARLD
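AlphaScreen detection with an anti-monomethyl H3K9 antibody quantified product after a 2 h room-temperature reaction containing 500 nM biotinylated H3K9 peptide, 20 µM SAM and 20 nM enzyme, which had been preincubated 15 min with compound.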
POLI inh: blocks human DNA polymerase iota activity. Pol iota fluorescent replication assay, 10 min. Potency, µM (top dose mostly 115 µM), without a hit: at the highest dose activity, negative = inhibition, hits mostly inhibitors. 390,000 compounds, 1% hits
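Pol iota at 10 nM preincubated 15 min with compounds at room temperature; reaction started with fluorescent substrate, 50 nM final. Fluorescence read kinetically at 0 and 10 min; buffer-only wells as negative control.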
POLH inh: DNA polymerase eta (human) inhibition; recombinant Pol eta, fluorescent DNA replication assay; 390,000 compounds, 1.2% hits; Q9Y253; Potency, µM (titrated, usually from 114 µM), inactives show top-dose activity change, negative = inhibition, usual class: inhibitors; note: % is set by controls: 0 for no effect and ±100 for the full control effect
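Pol eta (10 nM) was preincubated with compounds for 15 min at room temperature, after which fluorescent replication substrate (50 nM final) was added to start the reaction. Fluorescence was read kinetically at 0 and 10 min.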
Pol beta inh: blocks human DNA polymerase beta activity; P06746; Pol beta primer extension/strand displacement, fluorescence kinetic; Potency, µM (highest dose often 114 µM), for the others: top-dose activity change, negative = inhibition, actives largely listed as inhibitors; 340,000 compounds, 1.3% hits; note: % is set by controls: 0 for no effect and ±100 for the full control effect
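Curves were derived by four-parameter Hill fits of normalized qHTS data. The kinetic fluorescent primer-extension read was taken at 0 and 10 min after 50 nM substrate, following a 15 min room-temperature preincubation of 10 nM enzyme with compounds.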
BLM helicase inh: blocks DNA unwinding by human BLM helicase; AID 2528; recombinant BLM DNA unwinding, fluorescence dequenching; Potency, µM (highest dose often 56.1 µM), for the others: at the top dose activity change, negative = inhibition, hits mostly inhibitors; 350,000 compounds, 0.2% hits;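 note: plate controls were vehicle for no effect and no enzyme for full effect; nearly all actives have a fitted effect of over 35% in size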
Pol kappa inh: DNA polymerase kappa (human) inhibition. Potency, µM (titrated, usually from 107 µM), inactives show at the top dose activity, negative = inhibition, most hits filed as inhibitors. 400,000 compounds, 0.53% hits. purified Pol kappa, fluorescent DNA synthesis assay, 10 min; note: % is set by controls: 0 for no effect and ±100 for the full control effect
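Pol kappa 10 nM + cpd, 15 min RT; start w/ substrate 50 nM final; fluorescence kinetic read, 0 and 10 min. Neg ctrl: buffer, no enzyme.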
JMJD2A Tudor: blocks the human JMJD2A Tudor domain. AlphaScreen JMJD2A-Tudor / H3K4me3 peptide binding. 390,000 compounds, 4.4% hits. Potency, µM (top dose mostly 114 µM), without a hit: top-dose activity change, negative = inhibition, most hits filed as inhibitors. O75164; note: % is set by controls: 0 for no effect and ±100 for the full control effect; nearly all actives have a fitted effect of over 50% in size
APEX1 inh: inhibitors of human APE1 endonuclease; 350,000 compounds, 0.35% hits; recombinant APE1, TAMRA/BHQ-2 abasic DNA cleavage fluorescence; AID 2517; Potency, µM (titrated, usually from 65.8 µM), for inactives: at the top dose activity change, negative = inhibition, hits mostly inhibitors;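 note: plate controls were vehicle for no effect and reference inhibitor for full effect; nearly all actives have a fitted effect of over 55% in size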
Target sequence (P27695 whole entry, looked up): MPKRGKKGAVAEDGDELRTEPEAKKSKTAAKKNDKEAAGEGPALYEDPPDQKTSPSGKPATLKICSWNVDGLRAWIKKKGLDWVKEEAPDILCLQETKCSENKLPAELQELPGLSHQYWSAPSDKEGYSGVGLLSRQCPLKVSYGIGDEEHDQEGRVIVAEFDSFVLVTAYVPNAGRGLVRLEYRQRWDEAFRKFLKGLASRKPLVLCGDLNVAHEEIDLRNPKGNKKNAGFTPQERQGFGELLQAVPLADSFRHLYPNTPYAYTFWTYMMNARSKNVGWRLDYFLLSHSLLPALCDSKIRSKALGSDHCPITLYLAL
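Quantitative HTS: incision of a TAMRA/BHQ-2 double-stranded substrate bearing a tetrahydrofuran abasic site by 0.75 nM APE1 raises fluorescence. Substrate 50 nM final, added after 15 min compound preincubation at room temperature; progress as third-minus-first kinetic read difference.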
BAZ2B inh: BAZ2B (human) inhibition. Q9UIF8. AlphaScreen BAZ2B-H3K14Ac peptide displacement. Potency, µM (highest dose often 114 µM), without a hit: at the top dose activity change, negative = inhibition, hits mostly inhibitors. 360,000 compounds, 4.4% hits; note: % is set by controls: 0 for no effect and ±100 for the full control effect; nearly all actives have a fitted effect of over 60% in size
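Complex of BAZ2B and biotin-H3K14Ac (50 nM apiece) forms over 30 min at RT, then faces library compounds up to 110 uM for another 30 min; AlphaScreen beads added, 20 min dark incubation, luminescence read.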
Active calls of the source: *; ? = inconclusive; . = no result given; & = joins results of further samples; [ ] = another dose, or the depositor's remark. Calls come from the whole dose curve; as a rule, active = well fitted curve in the direction sought with a large enough effect; inconclusive = small, poorly fitted or top-dose-only effect, or another doubt; inactive = no such curve, though single readings can be large; an effect the other way counts as inactive or inconclusive. Potency is the fitted concentration of half-maximal effect.

Preview, three compounds:
Compound,G9a inh,POLI inh,POLH inh,Pol beta inh,BLM helicase inh,Pol kappa inh,JMJD2A Tudor,APEX1 inh,BAZ2B inh
O=C(NC1CCCCC1)C(c1ccccc1)N(C(=O)c1cccs1)c1ccc2c(c1)OCO2 (stereo not given),12%,15%,-6%,21%,2%,5%,5%,2%,-3%
CCN(CC)CCCN1C(=O)C(=O)/C(=C(/O)c2ccc(Cl)cc2)C1c1ccccn1 (stereo not given),?,0%,-13%,17%,-5%,-4%,-23%,-5%,?
Oc1ccc(C2N=C(c3ccccc3)NC(c3ccccc3)=N2)cc1,-32%,-3%,-3%,18%,-1%,-12%,-12%[57.1 µM],-4%,4%

Main list, repeating the preview:
Compound,G9a inh,POLI inh,POLH inh,Pol beta inh,BLM helicase inh,Pol kappa inh,JMJD2A Tudor,APEX1 inh,BAZ2B inh
O=C(NC1CCCCC1)C(c1ccccc1)N(C(=O)c1cccs1)c1ccc2c(c1)OCO2 (stereo not given),12%,15%,-6%,21%,2%,5%,5%,2%,-3%
CCN(CC)CCCN1C(=O)C(=O)/C(=C(/O)c2ccc(Cl)cc2)C1c1ccccn1 (stereo not given),?,0%,-13%,17%,-5%,-4%,-23%,-5%,?
Oc1ccc(C2N=C(c3ccccc3)NC(c3ccccc3)=N2)cc1,-32%,-3%,-3%,18%,-1%,-12%,-12%[57.1 µM],-4%,4%
O=C(O)c1ccc(Cl)c(S(=O)(=O)NCc2ccco2)c1,?,10%,?,?,4%,-22%,-31%,-7%,-7%
COc1ccc(C2=NN(CN3C(=O)C(=O)c4ccccc43)C(c3cccc([N+](=O)[O-])c3)C2)cc1 (stereo not given),?,59%[activator],-19%,19%,-7%,1%,?,-3%,-29%
S=C(Nc1ccccc1Cl)N1CCCCCC1,13%,49%[activator],-15%,-9%,-2%,-3%,-6%,-1%,-4%
O=C(COC(=O)c1ccc(Cl)c(Cl)c1)NC1CCCC1,24%[2.33 µM],3%,-3%,26%,-4%,-5%,-4%,-4%,9%
COc1ccc(-n2nc(C(=O)N3CCN(c4ccccc4OC)CC3)c3c4ccccc4n(C)c3c2=O)cc1,-3%[59 µM],19%,.,-2%,-1%,-2%,8%,.,.
CCOC(=O)c1sc(NC(=O)COc2ncnc3ccccc23)c(C(=O)OCC)c1C,-4%[59 µM],7%,-16%,2%,-3%,6%,6%,-4%,0%
O=C1COc2ccc(S(=O)(=O)N3CCN(c4ccccc4F)CC3)cc2N1,32%,44%[activator],-25%,19%,-1%,-1%,-20%,29%,-16%
C=CCNC(=O)c1ccc2nc(Cc3ccc(OC)cc3)oc2c1,.,-26%,-7%,.,.,9%,-11%,.,.
CC(C)(C)CC(=O)NC(=S)Nc1ccccc1C(F)(F)F,.,7%,-7%,-1%,-6%,-2%,-10%,-3%,5%
CC(C)Cn1nc(C(=O)Nc2cccc(S(=O)(=O)N3CCCC3)c2)c2ccccc2c1=O,-10%[2.33 µM],-3%,-16%,.,.,-18%,?,14%,4%
Cc1cc(N2CCN(Cc3nc(-c4ccc(F)cc4)oc3C)CC2)cc(C)n1,.,?,-7%,2%,7%,-9%,-19%,-3%,-6%
CNC(=S)N(C)c1ccccc1,-2%[59 µM],3%,-18%,-21%,5%,-3%,-3%,7%,22%
CCOc1ccc(S(=O)(=O)NCCC(=O)OCC(=O)N2CC(=O)Nc3ccccc32)cc1,25%,15%,-22%,-10%,-1%,-9%,-13%,-1%,.
O=C(Cc1ccc(Cl)cc1)Nc1ccc(NC(=O)c2ccccc2)cc1,-13%[59 µM],24%,-9%,?,-11%,-12%,-25%,5%,-35%
O=C(COc1ccccc1)Nc1nnc(S(=O)(=O)N2CCCCCC2)s1,-7%,?,-3%&4%,1%&27%,-6%&0%,-13%&0%,-19%&-10%,17%,3%&-18%
COc1ccccc1C1CCN(c2ccc(CO)cc2[N+](=O)[O-])CC1,35µM*,20%,-12%,-10%,-9%,-19%,56µM*,-12%,?
NC1=NS(=O)(=O)NC1c1ccc(F)cc1 (stereo not given),-25%,47%[activator],-11%,-1%,-8%,-4%,-8%,4%,-9%
CCc1ccc(NC(=O)c2ccc(F)c(S(=O)(=O)NC3CCCCCC3)c2)cc1,-4%[59 µM],-4%,-20%,-27%,-13%,-9%[60.1 µM],-7%,.,6%
CC1CCN(C(=O)c2ccc3c(c2)NC(=O)/C(=C/c2ccccc2)S3)CC1,5%[59 µM],-20%,-15%,11%,-12%,10%,-30%,0%,-36%
Cn1c(SCC(=O)NCCc2ccccc2)ncc(C(=O)Nc2ccccc2)c1=O,11%[0.501 µM],82%[activator],-20%,.,.,-2%,-21%,13%,-5%
C=CCN(C(=O)CSc1nc2[nH]ncc2c(=O)n1-c1ccccc1OC)c1ccccc1,12%[59 µM],-14%,-11%,0%,-6%,-8%,-26%,1%,-19%
COc1ccc(NC(=O)Nc2ccccc2SC)c(OC)c1,-33%,97%[activator],-18%,2%,-3%,3%,-2%,3%,-12%
Cc1ccc(S(=O)(=O)N2CCN(C(=O)c3ccc(N4CCCC4)c([N+](=O)[O-])c3)CC2)cc1,-4%[12.7 µM],12%,1%,11%,-9%,-13%,?,-2%,?
CSc1ccc(CN2C(=O)NC3(CCCCCC3)C2=O)cc1,-31%,79%[activator],-4%,-1%,-7%,-15%,-20%,6%,-9%
CCCS(=O)(=O)Nc1ccc(Nc2c3ccccc3nc3ccccc23)c(OC)c1,.,?,?,.,.,-9%,40µM*,.,.
Cc1ccc(-c2nnc(-c3ccc4c(c3)OCO4)o2)cc1,4%[59 µM],69%[activator],-12%,22%,-6%,-3%,-12%,14%,-14%
CSc1ccccc1OCc1cc(C(=O)N(C)CC2COCCO2)no1 (stereo not given),1%,34%[activator],-1%,22%,-3%,-6%,-12%,13%,-6%
CS(=O)(=O)N1CC(C(=O)NC2CCCC2)Oc2ccc(Cl)cc21 (stereo not given),7%[59 µM],-18%,-6%,15%,-3%,2%,-2%,-4%,7%
COc1cccc(CN2CCN(c3nc4nonc4nc3N3CCCCC3)CC2=O)c1,-21%,38%[activator],-15%,2%,-4%,-1%,-29%,-2%,-25%
Cc1ccc2c(CC(=O)N3CCN(S(=O)(=O)c4cccs4)CC3)coc2c1,8%[12.7 µM],14%,?,15%,-3%,-5%,2%,9%,-7%
O=C(CNC(=O)c1ccc2ccccc2c1)Nc1ncccc1O,21%[2.33 µM],32%,-36%,.,.,-14%,79µM*,20%,50µM*
CCCN(C(=O)c1c(-c2ccccc2)noc1C)c1c(N)n(Cc2ccccc2)c(=O)[nH]c1=O,-21%[0.0925 µM],-11%,7%,.,.,2%,0%,-2%,-37%
CN(Cc1cc2cc(F)ccc2[nH]1)Cc1nc(-c2cnccn2)no1,.,-5%,-6%,-6%,-3%,-19%,-14%,8%,2%
CCOc1ccc(S(=O)(=O)N(CC)CC(=O)NCc2ccncc2)cc1,22%,55%[activator],8%,25%,-4%,-6%,-10%,44%,-13%
COc1ccc(CCNC(=O)Cn2nnc(-c3cccs3)n2)cc1OC,-28%,26%,-4%,23%,0%,-3%,-6%,0%,-6%
CCOc1ccc(OCC)c(S(=O)(=O)NNC(=O)c2c(C)nc3ccccn23)c1,?,7%,-12%,16%,2%,-20%,?,5%,0%
N#Cc1cccc(NC(=O)COC(=O)CCc2ccc(S(=O)(=O)N3CCOCC3)cc2)c1,4%[59 µM],22%,-16%,.,.,-4%,-1%,-13%,11%
COc1ccc(NS(=O)(=O)c2cccc(NC(=O)C3=NN(c4ccccc4)C(=O)CC3)c2)cc1,2%[59 µM],-1%,-11%,-18%,-8%,-4%,-4%,-18%,-12%
O=C1C(=NO)CC(c2ccccc2)N1c1ccccc1 (stereo not given),.,8%,-19%,.,.,-10%,-12%,.,.
Nc1cccnc1Oc1ccc(F)cc1F,-31%,151%[activator],-3%,38%,-1%,-4%,-12%,1%,-8%
COc1cc(CCNC2=CC(=O)c3ncccc3C2=O)ccc1O,.,28µM*,16µM*,.,.,-12%,-22%,.,.
Cn1nc(-c2ccccc2)cc1NS(=O)(=O)c1ccc(C#N)cc1,-44%,43%[activator],-15%,1%,2%,2%,-5%,?,-17%
CCOC(=O)c1ccc(N(CC(=O)NC2CCCCC2)C(=O)CNC(=O)c2ccco2)cc1,-3%,25%,-7%,24%,-1%,0%,-12%,26%,0%
CC(C)Oc1ccc(C(=O)/C(=C\c2cccs2)c2nc3ccccc3o2)cc1,-17%,62%[activator],-7%,0%,-7%,-1%,?,3%,?
COc1cccc(CN(C)C(=O)C23CC4CC(CC(NC(C)=O)(C4)C2)C3)c1OC,37%,13%,-14%,-9%,-4%,12%,-8%,-9%,-12%
Nc1nc(N)nc(-c2ccc([N+](=O)[O-])o2)n1,.,46%[activator],-20%,.,.,1%,-18%,.,.
CCOc1ccc(Nc2nc(N)c([N+](=O)[O-])c(NCc3ccccc3)n2)cc1,?,61%[activator],-7%,4%,-11%,-5%,-19%,0%,-20%
CCC(Oc1ccccc1)C(=O)Nc1ccc(OCc2cc(=O)n3ccc(C)cc3n2)cc1 (stereo not given),-4%[59 µM],-2%,-2%,14%,-1%,-6%[60.1 µM],13%,.,6%
CCc1c(C)sc2c1CCN(Cc1ccc(C#N)cc1)C2c1ccccc1 (stereo not given),-24%[59 µM],15%,-26%,-25%,0%,-3%[60.1 µM],-12%,.,-30%
CN(C)CCNC(=O)c1nn(C)c2c1CCc1ccccc1-2,10%[0.501 µM],56%[activator],-13%,21%,-7%,12%,0%,-11%,-9%
CC(C)Cn1c(=O)c2ccccc2n2c(CCC(=O)NCc3ccc(Cl)cc3)nnc12,-27%[59 µM],13%,-8%,1%,-3%,-6%,-1%,.,0%
Cc1[nH]c2ccccc2c1SCC(=O)Nc1nccs1,5%,6%,1%,24%,-2%,11%,-20%,16%,?
O=C(Nc1ncccc1O)c1ccc2ccccc2c1,.,22%,-7%,-1%,-25%,9%,-19%,-2%,-8%

Bioassay records as filed in PubChem.

The list is partial; the hit share may differ from the screen's.
